KDM4E inh = blocks human JMJD2E demethylase activity. B2RXH2. JMJD2E catalytic domain, FDH-coupled NADH fluorescence (FDH is formaldehyde dehydrogenase). Potency, µM (doses to about 57.1 µM), for the others: at the top dose activity change, negative = inhibition, hits mostly inhibitors. actives 1.6% (n = 230,000); active = well fitted inhibition curve with a large enough effect, not every such curve was filed as active; inconclusive = small, poorly fitted or top-dose-only effect, or another doubt; inactive = no such curve, though single readings can be large or run the other way;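 also: 0% = wells with enzyme and -100% = buffer wells without enzyme; nearly all actives have a fitted effect of over 50% in size; many of its hits are not listed in these tables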
Target sequence (B2RXH2 1-337 limits assumed): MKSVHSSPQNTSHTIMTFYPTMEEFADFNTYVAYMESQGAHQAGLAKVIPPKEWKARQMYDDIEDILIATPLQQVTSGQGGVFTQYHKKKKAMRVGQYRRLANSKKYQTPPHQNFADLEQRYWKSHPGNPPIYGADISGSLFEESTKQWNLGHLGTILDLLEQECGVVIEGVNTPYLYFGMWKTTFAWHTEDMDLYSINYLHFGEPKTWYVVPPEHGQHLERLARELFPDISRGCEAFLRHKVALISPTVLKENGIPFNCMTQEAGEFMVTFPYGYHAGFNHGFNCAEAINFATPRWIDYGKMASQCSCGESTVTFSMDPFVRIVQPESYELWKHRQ
GAA spleen mod = inhibits or activates alpha-glucosidase in human spleen homogenate; P10253; human spleen homogenate, 4-MU-alpha-glucoside fluorescence; Potency, µM (series often up to 79.9 µM), for the others: top-dose activity change, negative = inhibition, usual class: inhibitors; actives 0.006% (n = 240,000); AID 2112;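 also: 0% = enzyme with vehicle and -100% = no enzyme basal signal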
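Enzyme source: human spleen homogenate, 1 ug/well. Buffer 50 mM citric acid/K phosphate pH 5.0, 0.01% Tween-20. 4-MU-alpha-glucoside 1 mM; 37 C x 40 min; NaOH/glycine stop; fluorescence.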
GAA glycogen mod = GAA glycogen-cleavage inhibition or activation; P10253; recombinant GAA, glycogen substrate, Amplex Red glucose oxidase fluorescence; Potency, µM (series often up to 76.4 µM), without a hit: top-dose activity change, negative = inhibition, actives largely listed as inhibitors; actives 0.38% (n = 300,000); AID 2100;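 also: 0% = full enzyme reaction and -100% = no-enzyme basal signal; the screen sought inhibitors and activators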
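Recombinant human enzyme (4 nM); glycogen substrate; 37 C, 40 min, pH 5.0. Readout: coupled glucose oxidase/Amplex Red fluorescence.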
GAA inhib = alpha-glucosidase (human) inhibition | Potency, µM (doses to about 76.9 µM), for inactives: at the highest dose activity change, negative = inhibition, hits mostly inhibitors | purified human GAA, 4-MU-alpha-glucoside fluorescence | AID 1466 | actives 0.005% (n = 200,000) | P10253;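 also: plate controls were uninhibited enzyme wells for no effect and no-enzyme background for full effect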
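Read-out is 4-methylumbelliferone fluorescence (Ex 365/Em 440 nm) after NaOH/glycine stop at pH 10. Enzyme 4 nM, substrate 400 uM, pH 5.0 citrate buffer, 20 min room temperature; AC50 from Hill-equation concentration-response.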
GLA spleen mod = inhibits or activates alpha-galactosidase in human spleen homogenate. P06280. human spleen homogenate, 4MU-alpha-Gal fluorescence, 40 min. Potency, µM (highest dose often 80 µM), for the others: at the highest dose activity change, negative = inhibition, most hits filed as inhibitors. actives 0.008% (n = 240,000). AID 2107;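 also: 0% = enzyme with vehicle and -100% = no enzyme basal signal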
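Spleen homogenate 1 ug + cpd (titration) + 4-MU-alpha-D-galactopyranoside 1 mM; 37C 40 min; 50 mM citrate/phosphate pH 5.0, 0.01% Tween-20; stop pH 10; fluorescence 365/440; AC50 via Hill.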
ALDH1A1 inh = blocks purified human ALDH1A1 activity. actives 7.3% (n = 220,000). Purified ALDH1A1, NADH fluorescence, propionaldehyde substrate. Potency, µM (doses to about 75.3 µM), for the others: at the top dose activity, negative = inhibition, actives largely listed as inhibitors. P00352; active = well fitted inhibition curve with a large enough effect, not every such curve was filed as active; inconclusive = small, poorly fitted or top-dose-only effect, or another doubt; inactive = no such curve, though single readings can be large or run the other way;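 also: plate controls were no enzyme wells and a reference inhibitor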
SMN2 splice up = enhancers of SMN2 splice variant expression; AID 1458; Potency, µM (titrated, usually from 46.1 µM), without a hit: at the top dose activity change, positive = activation, usual class: activators; actives 2.8% (n = 210,000); HEK293 SMN2-luciferase splicing reporter, luminescence, 30-36 h; also: % of control where 0% means no effect; nearly all actives have a fitted effect of over 55% in size
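qHTS luciferase splicing reporter: luminescence rises when SMN2 exon 7 is included in transfected HEK293 cells. Compound exposure lasted 30-36 h at 37C, with 4.5 mM final sodium butyrate as control, followed by a ONE-Glo read.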
RGS12 GoLoco inh = RGS12 GoLoco-Gai1 interaction inhibition. Gai1:RGS12 GoLoco peptide FP, rhodamine, 10 min. actives 0.44% (n = 230,000). Potency, µM (doses to about 61.6 µM), inactives show top-dose activity, negative = inhibition, most hits filed as inhibitors. AID 880; active = well fitted inhibition curve with a large enough effect, not every such curve was filed as active; inactive = no such curve, though single readings can be large or run the other way; also: % is scaled to controls: 0 for no effect and ±100 for the full control effect; nearly all actives have a fitted effect of over 30% in size; many of its hits are not listed in these tables
Target sequence (P63096 whole entry, looked up): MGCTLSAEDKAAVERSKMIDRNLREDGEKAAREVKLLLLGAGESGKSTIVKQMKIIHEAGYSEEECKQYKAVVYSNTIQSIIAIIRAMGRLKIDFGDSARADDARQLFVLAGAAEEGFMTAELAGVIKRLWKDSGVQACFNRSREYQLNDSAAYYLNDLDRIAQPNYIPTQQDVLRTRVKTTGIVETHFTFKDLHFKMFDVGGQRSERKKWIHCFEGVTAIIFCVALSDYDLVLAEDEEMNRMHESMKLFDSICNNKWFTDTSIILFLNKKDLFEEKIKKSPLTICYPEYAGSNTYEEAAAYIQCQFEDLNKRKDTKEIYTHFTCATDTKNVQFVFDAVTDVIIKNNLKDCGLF
The depositor's hits bear a star; ? = inconclusive; nt = not tested or not shown; & = joins results of further samples; ! = not confirmed by another sample; [ ] = remark or other dose. Unless noted, calls follow the shape of the dose curve; as a rule, active = well fitted curve in the direction sought with a large enough effect; inconclusive = small, poorly fitted or top-dose-only effect, or another doubt; inactive = no such curve, though single readings can be large; an effect the other way counts as inactive or inconclusive. Potency is read from the fitted curve at half-maximal effect.

SMILES	KDM4E inh	GAA spleen mod	GAA glycogen mod	GAA inhib	GLA spleen mod	ALDH1A1 inh	SMN2 splice up	RGS12 GoLoco inh
O=C1CC(c2ccco2)CC(O)=C1C=NCCN1CCN(C(=O)Nc2ccc(Cl)cc2)CC1 (stereo unspecified)	-5%	-15%	-2%	-24%	-6%	4%	5%	-2%
O=C(CCCN1C(=O)c2ccccc2C1=O)Nc1nccs1	4%	-2%	1%	?	16%	?	-9%	7%
CC(NC(=O)Cn1cc(C(=O)C2CC2)c2ccccc21)c1ccccc1 (stereo unspecified)	2%	-4%	3%	-1%	-5%	-4%	2%	-13%
O=C(O)[C@H](CSCc1ccccc1)NS(=O)(=O)c1ccc(F)cc1	2%	0%	-2%	5%	-6%	-3%	10%	7%
CC(=O)Nc1cccc(N=NN2CCCCC2)c1	-4%	7%	-7%	10%	6%	-3%	0%	-4%
C=CCOc1c(Br)cc(CNc2ccc(NC(=O)CCC)cc2)cc1OCC	-25%	2%	-10%	-11%	13%	-3%	-12%	2%
CC(C)(C)c1ccc(S(=O)(=O)N2CCC(O)(c3ccc(Cl)cc3)CC2)cc1	-1%	-16%	-9%	nt	-12%	nt	nt	-2%
Cn1c(C(C(=O)NCC2CCCO2)N(CCc2ccccc2)C(=O)Cn2nnc3ccccc32)nc2ccccc21 (stereo unspecified)	1%	7%	4%	-1%	8%	9%	-13%	-7%
CCN(c1ccc(C)c(C)c1)S(=O)(=O)c1c(C)[nH]c(=O)[nH]c1=O	1%	-6%	3%	-2%	2%	-9%	13%	12%
Cn1c(SCC(=O)N2c3ccccc3Sc3ccccc32)nnc1-c1ccco1	-1%	-9%	-6%	0%	-6%	?	-15%	-37%
CCC(C)(C(=O)NC1CCCCC1)N(Cc1ccco1)C(=O)Cc1cccs1 (stereo unspecified)	3%	-3%	3%	2%	-5%	5%	-11%	2%
CCOC(=O)N1CCN(C(=O)c2ccc(N(Cc3ccccc3)S(C)(=O)=O)cc2)CC1	8%	-2%	6%	?	-5%	-1%	2%	2%
CNc1c(N)n(Cc2ccccc2)c(=O)[nH]c1=O	?	-3%	9%	5%	5%	?	0%	-21%
CC(C)NC(=O)NC(=O)CSc1ncc(C(F)(F)F)cc1Cl	2%	2%	-16%	-5%	3%	1%	-17%	-5%
Cc1ccc(C2N(c3ccc(Cl)cc3)C(=O)N3CCCN23)cc1 (stereo unspecified)	-16%	-2%	4%	-3%	-7%	0%	nt	-14%
CS(=O)(=O)N(CC(=O)N1CCCCCC1)Cc1ccc(Cl)cc1	0%	-6%	4%	?	-1%	?	nt	7%
CCCc1ccc(C(=O)NNc2ccc(F)cc2)cc1	-8%	0%	?	-4%	9%	?	nt	-10%
CCOC(=O)C(NC(=O)C1CCCN1C(=O)OCc1ccccc1)C(=O)OCC (stereo unspecified)	-2%	-5%	1%	1%	1%	0%	1%	5%
Cc1ccc2c(c1)sc1nc(=O)n(-c3cccc(Cl)c3)c(=O)n12	5%	2%	-10%[76.3 µM]	-2%	-11%	-2%	11µM*!	5%
COC(=O)CCC(=O)NC(=S)Nc1ccc(S(=O)(=O)N2CCCC2)cc1	3%	6%	-1%	-3%	8%	?	-23%	0%
CCCC12CN3CCN(CC(C3)/C1=N\NC(=O)c1ccccc1N)C2	?	-8%	-9%	10%	-8%	?	3%	3%
Cc1ccc(Cn2ncn3c(cc4ccccc43)c2=O)cc1	9%	-6%	-3%	-13%	-10%	33%[activator]	nt	nt
CCCn1c(=O)c2c(nc(Br)n2CCC)n(C)c1=O	-4%	-4%	-2%	-3%	3%	-3%	-15%	1%
C=CCSc1nnc(-c2cc(Br)ccc2N)c(=O)[nH]1	9%	6%	21%	-13%	6%	?	-25%	12%
COc1cc(CCCN2C(N)=NC[C@@H]2Cc2ccccc2)cc(OC)c1OC	2%	-10%	-4%	nt	0%	nt	nt	-3%

Later entries:
SMILES	KDM4E inh	GAA spleen mod	GAA glycogen mod	GAA inhib	GLA spleen mod	ALDH1A1 inh	SMN2 splice up	RGS12 GoLoco inh
O=C(O)Cc1sc(N/N=C\c2ccccc2)nc1-c1ccccc1	5%	4%	-7%	-2%	7%	1.1µM*	16%	74%[activator]
O=C(NNc1nc(-c2ccccc2)cs1)c1cccs1	?	-16%	?	nt	-8%	nt	nt	7%
CC1=CC(C)C2C(=O)N(O)C(=O)C2C1 (stereo unspecified)	4%	3%	5%	-4%	3%	14µM*	-11%	10%
CCOC(=O)CSc1nc2c(cnn2-c2ccc(C)cc2)c(=O)[nH]1	0%	-10%	-3%	4%	-7%	-1%	-1%	-2%
O=C(Nc1ccc2oc(-c3ccc4ccccc4c3)nc2c1)c1cccs1	?	0%	6%	7%	-14%	?	?	1%
S=C(Nc1ccccc1Cl)N1CCCCC1	11%	-13%	6%	6%	-28%	5%	11%	5%
CSc1cccc(NC(=S)N(Cc2ccccc2)Cc2cccnc2)c1	-6%	-9%	-9%	2%	3%	-6%	-13%	1%
O=C(c1ccccc1)N1CN2CN(C(=O)c3ccccc3)CC([N+](=O)[O-])(C2)C1	8%	3%	-9%	3%	1%	11%	-4%	1%
N#Cc1ccc(Oc2cc(C(F)(F)F)nc(-c3ccccn3)n2)cc1	-5%	4%	-3%	-2%	10%	1%	-11%	5%
O=C(O)CCN1C(=O)CC2(CCCCC2)C1=O	1%	1%	-4%	-1%	9%	6%	18%	-3%
O=C(NNS(=O)(=O)c1ccc(Br)cc1)NC1CCCCC1	0%	-2%	4%	-2%	-4%	?	-1%	-1%
COC(=O)c1cc(C#N)c(Oc2ccc(F)cc2)nc1C	6%	6%	-17%	-2%	7%	4%	-16%	8%
COCc1cc(C)nc(N2CCN(c3ccccc3)CC2)c1C#N	-14%	-4%	-8%	-3%	-5%	?	3%	-3%
CCOC(=O)Cc1csc(NC(=O)CCC(=O)O)n1	-22%	5%	-1%	-19%	2%	5%	nt	-4%
COc1ccc(-n2c(SCC3CNC(=O)O3)nnc2-c2ccc(Cl)cc2)cc1 (stereo unspecified)	-2%	-7%	6%	3%	-4%	8.9µM*	-9%	5%
O=C(c1cccc(C(F)(F)F)c1)c1c[nH]c(C(=O)NCC2CCCO2)c1 (stereo unspecified)	-19%	-5%	6%	2%	-9%	3%	-20%	6%
CC(C)C(=O)Nc1cccnc1	-10%	-9%	-1%	-2%[15.4 µM]	-5%	nt	nt	-6%
N#Cc1c(NC(=O)CCC(=O)O)sc2c1CCCCC2	?	-4%	5%	nt	4%	14µM*	5%	1%
O=C(O)c1ccc(S(=O)(=O)N(Cl)Cl)cc1	-11%	1%&6%	nt	nt	15%&-6%	?	-2%&8%	3%&-2%
CC(C)C[C@H](NC(=O)c1nc[nH]c1C(=O)N1CCC(C)CC1)C(=O)OCc1ccccc1	8%	-13%	-14%	nt	-1%	nt	nt	6%
Cc1cc(C)n(CCOc2nonc2N)n1	-5%	4%	0%	?	2%	1%	-6%	4%
CC(C)NCc1nnc(-c2ccc(Cl)cc2)o1	-7%	2%	-8%	3%	3%	14%	nt	3%
CC1(C)Cc2c(sc3nc(NCCN4CCOCC4)n4ncnc4c23)CO1	3%	0%	-15%	-15%	2%	1%	-16%	10%
O=C(CN1CCC(Cc2ccccc2)CC1)Nc1ccc2c(c1)OCCO2	-22%	4%	12%	0%	5%	28µM*	-36%	1%
Cc1c(C2CCN(CCc3ccccc3)CC2)noc1-c1ccc(Cl)cc1	8%	1%&7%	nt	nt	-1%&1%	?	-24%	11%&5%

Remaining list, next part:
SMILES	KDM4E inh	GAA spleen mod	GAA glycogen mod	GAA inhib	GLA spleen mod	ALDH1A1 inh	SMN2 splice up	RGS12 GoLoco inh
CCCCC(=O)NC(=S)Nc1ccc(S(=O)(=O)N2CCCC2)cc1	2%	-8%	-7%	-16%	11%	?	2%	4%
O=C(c1cccc2ccccc12)N1CCN(c2ccc([N+](=O)[O-])c(NCc3ccco3)c2)CC1	11%	1%	-5%	-4%	1%	-2%	-14%	9%
Cc1ccccc1Nc1nc(-c2sc(NC(=O)c3ccccc3)nc2C)cs1	?	-1%	-5%	0%	-6%	20µM*	2%	19%
O=C(CCCC(=O)NC1CCCC1)NC1CCCC1	-1%	0%	-6%	1%	3%	8%	22%	6%
CCOC(=O)c1ccc(NC(=O)N2CCN(C3CCCCC3)CC2)cc1	-3%	-1%	-15%	-1%	-16%	-8%	27%	10%
O=C(Nc1ccc2oc(-c3ccncc3)nc2c1)c1ccc2c(c1)OCO2	?	6%	7%	nt	7%	nt	nt	8%
Fc1ccc(NCc2cccnc2)cc1F	-4%	2%	-9%	1%	9%	4%	-4%	-14%
CSC(=NC#N)N1CCN(c2ccccc2)CC1	4%	6%	-4%	-6%	-5%	-6%	-6%	-1%
Cc1cc(OCCN2CCCCCC2)ccc1[N+](=O)[O-]	?	-5%	-3%	7%	-2%	-14%	nt	nt
CCC(CCC(=O)NNC(=O)Cc1ccc([N+](=O)[O-])cc1)C(=O)O (stereo unspecified)	9%	6%	3%	nt	4%	nt	nt	6%
CCCC(C)C(=O)OCC(=O)Nc1c(Br)cc(C)cc1Br (stereo unspecified)	5%	10%	-6%	2%	12%	9%	?	5%
CN(C)/C=C/C(=O)c1nn(-c2ccc(F)cc2)ccc1=O	-9%	0%	1%	3%[15.4 µM]	7%	9%	nt	7%
COc1ccc(-c2[nH]ncc2CNCCCSC)cc1F	-1%	-3%	17%	15%	-4%	5%	nt	6%
O=[N+]([O-])c1ccc(N2CCN(S(=O)(=O)c3ccccc3)CC2)cc1NCc1cccnc1	5%	-2%	-23%	?	5%	10%	-9%	-3%
CC1CC(C)CN(S(=O)(=O)c2ccc(NC(=O)C3COc4ccccc4O3)cc2)C1 (stereo unspecified)	-2%	-3%	-10%	-6%	-5%	-3%	-1%	0%

High-throughput results from PubChem.

These rows are one share of the data; the hit share may differ from the screen's.
